Screens deposited in PubChem by National Center for Advancing Translational Sciences (NCATS).
BRCA1 expr act – BRCA1 expression activation | Potency, µM (top dose mostly 46.1 µM), for inactives: at the highest dose activation, usual class: activators | 1.1% of 380,000 active | MCF7-BRCA1-FFLuc reporter, luminescence, 48 h; response scale: scaled: vehicle 0%, 10 µM genistein 100% | AID 624202; note: nearly all actives have a fitted effect of over 80% in size; some results filed as inactive show a strong effect at the top dose
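MCF7 cells carrying a BRCA1-firefly luciferase reporter (2000 cells/well, phenol-red free MEM) were attached for 2 h at 37 °C, then given compounds for 48 h. Luminescence was read 15 min after luciferase reagent; activity normalized to genistein (10 microM) and DMSO.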
VP16 counter – counter-screen for ROR gamma inhibitors: Gal4-VP16 reporter; Drosophila S2 Gal4-VP16 UAS-luciferase, luminescence, 20 h; Potency, µM (titrated, usually from 53.6 µM), inactives show at the highest dose activity, negative = inhibition, actives largely listed as inhibitors; 3.5% of 310,000 active;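 note: Gal4-VP16 expression switched on by copper sulfate through the metallothionein promoter; % is set by controls: 0 for no effect and ±100 for the full control effect; nearly all actives have a fitted effect of over 50% in size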
FLuc modulator – firefly luciferase modulation, counter-screen for miR-21 project; purified FLuc, Km substrates, luminescence inhibition; Potency, µM (doses to about 57.5 µM), for inactives: top-dose activity change, negative = inhibition, most hits filed as inhibitors; 6.9% of 360,000 active; AID 588342;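 note: plate controls were vehicle for no effect and reference inhibitor for full effect; nearly all actives have a fitted effect of over 55% in size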
Target sequence (P08659 whole entry, looked up): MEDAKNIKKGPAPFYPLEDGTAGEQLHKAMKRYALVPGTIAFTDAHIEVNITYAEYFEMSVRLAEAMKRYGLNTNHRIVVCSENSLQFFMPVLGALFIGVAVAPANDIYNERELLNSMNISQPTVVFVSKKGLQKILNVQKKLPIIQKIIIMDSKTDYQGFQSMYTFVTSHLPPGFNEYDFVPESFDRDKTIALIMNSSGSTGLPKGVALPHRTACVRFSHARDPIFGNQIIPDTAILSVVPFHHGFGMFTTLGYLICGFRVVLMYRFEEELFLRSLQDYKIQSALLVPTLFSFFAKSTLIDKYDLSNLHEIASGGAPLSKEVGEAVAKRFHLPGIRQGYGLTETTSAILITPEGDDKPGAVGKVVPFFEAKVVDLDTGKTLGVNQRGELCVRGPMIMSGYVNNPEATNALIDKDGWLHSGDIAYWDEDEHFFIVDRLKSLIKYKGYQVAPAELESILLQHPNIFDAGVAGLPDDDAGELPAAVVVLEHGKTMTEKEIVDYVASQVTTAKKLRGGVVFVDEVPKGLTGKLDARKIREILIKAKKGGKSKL
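Purified P. pyralis luciferase, 10 nM final, with Km-level 10 uM D-luciferin and 10 uM ATP in 50 mM Tris acetate pH 7.5, 10 mM Mg acetate, 0.01% Tween-20, 0.05% BSA; 6-point qHTS titration about 60 µM downward; luminescence read.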
RORg inh – inhibitors of mouse ROR gamma transcriptional activity | AID 2551 | P51450 | 5.4% of 310,000 active | Drosophila S2 Gal4-RORgamma UAS-luciferase reporter, 20 h | Potency, µM (highest dose often 53.6 µM), for inactives: at the highest dose activity change, negative = inhibition, usual class: inhibitors; note: % is set by controls: 0 for no effect and ±100 for the full control effect; nearly all actives have a fitted effect of over 60% in size
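Read-out: Photinus luciferase luminescence; inhibitors lower reporter signal. Insect Schneider cells with Gal4-ROR gamma fusion under metallothionein promoter, UAS reporter; 700 uM final copper sulfate induction, 20 hr, ambient temperature.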
p53 reactivator – mutant p53 re-activation in reporter cells; H1299 p53-A138V BP100-luciferase reporter, luminescence, 24 h; Potency, µM (titrated, usually from 92.2 µM), inactives show at the highest dose activity change, positive = activation, hits mostly activators; 0.063% of 320,000 active; note: % of control where 0% means no effect; nearly all actives have a fitted effect of over 45% in size
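H1299 (p53-null), stable ts p53-A138V + BP100-Luc; 1000 cells/well, Opti-MEM/10% FBS; cpd 4 pt, 1:5; 24 h, 37 deg C, 5% CO2; detection reagent 10 min RT; luminescence.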
Rab9 prom act – Rab9 promoter activation | 2.8% of 320,000 active | Potency, µM (series often up to 9.22 µM), inactives show at the highest dose activation, negative = inhibition, usual class: activators | Huh7 Rab9 promoter-luciferase reporter, luminescence, 24 h | AID 485297; note: % of control where 0% means no effect; nearly all actives have a fitted effect of over 60% in size
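Cells were plated at 1500 per well in reduced-serum medium with 10% FBS and left 2 h. Compound in DMSO was then added for 24 h at 37 °C. Reporter signal was read by luminescence after 10 min with luciferase detection reagent.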
ELG1 genotoxic – induces genotoxicity in HEK293T cells with luciferase-tagged ELG1; HEK293T ELG1-luciferase reporter, luminescence, 16 h; Potency, µM (series often up to 46 µM), for the others: at the highest dose activity change, positive = activation, most hits filed as activators; 1.3% of 330,000 active; note: % of control where 0% means no effect; nearly all actives have a fitted effect of over 60% in size
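Reporter readout depends on ELG1 protein level, which increases with genetic stress. After 16 hr compound exposure at 37 °C, luciferase activity was quantified using ONE-Glo.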
MBNL1-CUG inh – MBNL1-poly(CUG) RNA binding inhibition; Q9NR56; TR-FRET MBNL1-His/biotin-(CUG)12 binding, 665/545 ratio; Potency, µM (doses to about 57.5 µM), inactives show at the top dose activity change, negative = inhibition, hits mostly inhibitors; 0.036% of 280,000 active; AID 2675; active = well fitted inhibition curve with a large enough effect in the signal ratio, with a control signal flat, not every such curve was filed as active; inconclusive = small, poorly fitted or top-dose-only effect, or effect the other way, or a change in a side signal; inactive = no such curve, though single readings can be large or run the other way; the % refers to the signal ratio; note: % is set by controls: 0 for no effect and ±100 for the full control effect
Target sequence (Q9NR56 whole entry, looked up): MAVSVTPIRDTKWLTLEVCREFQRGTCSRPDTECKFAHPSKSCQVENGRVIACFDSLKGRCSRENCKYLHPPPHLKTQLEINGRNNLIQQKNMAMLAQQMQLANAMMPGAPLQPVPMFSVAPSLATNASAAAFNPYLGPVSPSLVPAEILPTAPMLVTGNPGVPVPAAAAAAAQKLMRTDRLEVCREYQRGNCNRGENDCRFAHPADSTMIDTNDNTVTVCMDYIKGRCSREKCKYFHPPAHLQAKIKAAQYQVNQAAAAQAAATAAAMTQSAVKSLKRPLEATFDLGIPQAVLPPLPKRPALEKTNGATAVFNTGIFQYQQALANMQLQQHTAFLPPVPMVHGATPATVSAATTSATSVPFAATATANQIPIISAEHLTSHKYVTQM
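Ratiometric TR-FRET (665 over 545 nm, excitation 340 nm) tracks disruption of MBNL1-His/biotin-(CUG)12 complex after 60 min at room temperature, with compounds at 92 nM to 58 uM final.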
uPA generation – inhibitors of cell surface uPA generation; Potency, µM (series often up to 38.3 µM), for inactives: top-dose activity change, negative = inhibition, usual class: inhibitors; cell surface uPA generation assay, qHTS; 0.31% of 330,000 active; active = well fitted inhibition curve with a large enough effect; inconclusive = small, poorly fitted or top-dose-only effect; inactive = no such curve, though single readings can be large or run the other way; tested in mouse RAW 264.7 cells; note: % is set by controls: 0 for no effect and ±100 for the full control effect; nearly all actives have a fitted effect of over 55% in size
NPC1 prom act – activates the NPC1 promoter | 2.4% of 320,000 active | Potency, µM (highest dose often 9.22 µM), for inactives: top-dose activation, most hits filed as activators | Huh7 NPC1 promoter luciferase reporter, 24 h;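 note: % of control where 0% means no effect; nearly all actives have a fitted effect of over 60% in size; reporter is driven by a mutant NPC1 promoter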
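Stable NPC1-promoter luciferase Huh7 line; cpd (DMSO) 24 h, 37 °C, 5% CO2; Amplite luciferase reagent 10 min RT; luminescence readout. qHTS format.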
* marks the source's active call; other numbers are inactive results; & = joins results of further samples; [ ] = remark or other dose. Unless noted, calls come from the whole dose curve; as a rule, active = well fitted curve in the direction sought with a large enough effect; inconclusive = small, poorly fitted or top-dose-only effect, or another doubt; inactive = no such curve, though single readings can be large; an effect the other way counts as inactive or inconclusive. Potency is the fitted concentration of half-maximal effect.

Screening O=C1OCCN1C(=O)[C@H]1[C@H](c2ccc(Cl)cc2)C(c2cccc(Cl)c2)=NN1c1ccccc1 returned BRCA1 expr act -49.0%, VP16 counter -19.1%&-23.0%, FLuc modulator -2.2%, RORg inh inconclusive, p53 reactivator 13.1%, Rab9 prom act -5.3%, ELG1 genotoxic 0.6%, MBNL1-CUG inh 14.5%, uPA generation 4.8% and NPC1 prom act -1.4%.
For Cc1cc(SCC(=O)N(C)c2c(N)n(Cc3ccccc3)c(=O)[nH]c2=O)nc2ccccc12 the results were BRCA1 expr act -0.6%, VP16 counter 2.4%, FLuc modulator -2.2%, RORg inh -17.3%, p53 reactivator -1.8%, Rab9 prom act -2.5%, ELG1 genotoxic 2.3%, MBNL1-CUG inh 2.8%, uPA generation 15.6% and NPC1 prom act -9.7%.
For O=C(/C=C/c1cc[n+](CC(=O)c2ccc3cccc4c3c2CC4)cc1)c1ccc2cccc3c2c1CC3 the results were BRCA1 expr act -42.8%, VP16 counter -13.7%, FLuc modulator inconclusive, RORg inh 5.5%, p53 reactivator -6.8%, Rab9 prom act -6.9%, ELG1 genotoxic -2.8%, MBNL1-CUG inh -0.7%, uPA generation -2.8% and NPC1 prom act 0.5%.
For O=C(COC(=O)CSCC(=O)N1CCCCC1)NCc1ccc(F)cc1 the results were BRCA1 expr act -19.9%, VP16 counter -5.6%, FLuc modulator -0.2%, RORg inh 10.9%, p53 reactivator 2.5%, Rab9 prom act -2.9%, ELG1 genotoxic 0.0%, MBNL1-CUG inh -8.5%, uPA generation 2.6% and NPC1 prom act 2.5%.
`O=C(Nc1cccc(O)c1)N1CCOCC1` gave BRCA1 expr act 13.5%, VP16 counter 4.5%, FLuc modulator -5.6%, RORg inh -18.9%, p53 reactivator 19.4%, Rab9 prom act 4.2%, ELG1 genotoxic 0.2%, MBNL1-CUG inh -1.1%, uPA generation 2.4% and NPC1 prom act -3.0%.
Screening Cc1ccc(-c2noc(CCCC(=O)N3CCOCC3)n2)cc1 returned BRCA1 expr act -43.1%, VP16 counter 0.1%, FLuc modulator -19.8%, RORg inh -24.7%[10 µM], p53 reactivator -1.5%, Rab9 prom act -6.0%, ELG1 genotoxic -0.4%, MBNL1-CUG inh 0.8%, uPA generation -2.3% and NPC1 prom act -1.5%.
For CCC(=O)Nc1cc(C(F)(F)F)ccc1N1CCOCC1 the results were BRCA1 expr act 8.2%, VP16 counter -1.9%, FLuc modulator 1.1%, RORg inh 5.5%, p53 reactivator -1.5%, Rab9 prom act 3.7%, ELG1 genotoxic 1.3%, MBNL1-CUG inh 7.7%, uPA generation -1.7% and NPC1 prom act 9.4%.
`Cc1ccc(C(=O)NC(=S)Nc2ccc(NC(=O)c3cccc(Cl)c3)cc2)cc1` gave BRCA1 expr act -53.6%, VP16 counter 10µM*, FLuc modulator 9.2%, RORg inh inconclusive, p53 reactivator -9.2%, Rab9 prom act -12.5%, ELG1 genotoxic 1.5%, MBNL1-CUG inh -19.8%, uPA generation -4.2% and NPC1 prom act -6.5%.
Screening Oc1ccc(-c2n[nH]c(=S)n2-c2ccc3c(c2)OCCO3)cc1 returned BRCA1 expr act 19.1%, VP16 counter 8.8%, FLuc modulator inconclusive, RORg inh -12.3%[10 µM], p53 reactivator 18.5%, Rab9 prom act -2.6%, ELG1 genotoxic 8.9%, uPA generation -8.2% and NPC1 prom act -1.1%.
Screening CCC(C)N=Cc1c(Nc2ccccc2)nc2c(C)cccn2c1=O (stereo not given) returned BRCA1 expr act 0.9%, VP16 counter -9.4%, FLuc modulator 0.5%, RORg inh -4.6%, p53 reactivator 0.3%, Rab9 prom act -1.4%, ELG1 genotoxic -7.5%, MBNL1-CUG inh 6.7%, uPA generation 0.5% and NPC1 prom act 9.9%.
For O=C(NCc1ccco1)c1ccc(COCC(F)(F)F)cc1 the results were BRCA1 expr act -4.1%, VP16 counter 16.2%, FLuc modulator 3.0%[2.3 µM], RORg inh 20.3%, p53 reactivator 5.8%, Rab9 prom act -1.4%, ELG1 genotoxic 2.2%, MBNL1-CUG inh -1.5% and NPC1 prom act -0.9%.
For COCCn1c(=NC(=O)/C=C/c2cccs2)sc2cc(NC(C)=O)ccc21 the results were BRCA1 expr act -19.6%, VP16 counter -5.3%, FLuc modulator 2.9%, RORg inh 15.4%, p53 reactivator -0.1%, Rab9 prom act -11.2%, ELG1 genotoxic -0.1%, MBNL1-CUG inh 19.9%, uPA generation 17.5% and NPC1 prom act 2.1%.
CCCn1c2c(c(O)c(C(=O)Nc3ncccc3O)c1=O)CCCC2 was read as BRCA1 expr act -18.5%, VP16 counter inconclusive, FLuc modulator 1.4%, RORg inh -4.8%, p53 reactivator -5.1%, Rab9 prom act -4.0%, ELG1 genotoxic -0.6%, MBNL1-CUG inh -24.6%, uPA generation -2.4% and NPC1 prom act 8.5%.
`O=C(/C=C/c1ccco1)N1CCN(S(=O)(=O)/C=C/c2ccccc2)CC1` gave BRCA1 expr act -6.8%, VP16 counter -19.7%, FLuc modulator -6.4%, RORg inh 21.5%, p53 reactivator 1.3%, Rab9 prom act -19.3%, ELG1 genotoxic -5.6%, MBNL1-CUG inh -1.0%, uPA generation -1.2% and NPC1 prom act 2.4%.
`O=c1c2ccccc2nc(/C=C/c2ccc([N+](=O)[O-])cc2)n1CCCO` gave BRCA1 expr act -37.6%, VP16 counter 5.5%, FLuc modulator -1.5%, RORg inh 4.8%, p53 reactivator -1.2%, Rab9 prom act -0.8%, ELG1 genotoxic -5.8%, MBNL1-CUG inh inconclusive, uPA generation 2.3% and NPC1 prom act -4.2%.
COc1cccc2c1Oc1ncccc1N(C(=O)CCC(=O)NCc1ccc(C)cc1)C2 was read as BRCA1 expr act -2.2%, VP16 counter -0.3%, FLuc modulator 0.1%&-8.5%, RORg inh 22.1%, p53 reactivator -1.8%, Rab9 prom act 0.1%, ELG1 genotoxic 0.6%[9.26 µM], MBNL1-CUG inh -6.5%, uPA generation -2.9% and NPC1 prom act -2.7%.
`CCS(=O)(=O)c1ccc2oc(Nc3ccc(OC)cc3)nc2c1` gave BRCA1 expr act 27.2%, VP16 counter 11.1%, FLuc modulator inconclusive, RORg inh 19.3%, p53 reactivator 0.8%, Rab9 prom act 24.6%, ELG1 genotoxic 10.0%, MBNL1-CUG inh -4.2%, uPA generation -2.4% and NPC1 prom act 16.5%.
For COCCNC(=S)N1CCN(c2nc(-c3ccccc3)cs2)CC1 the results were BRCA1 expr act -0.7%, VP16 counter 1.9%, FLuc modulator -19.8%, RORg inh 16.8%, Rab9 prom act 14.6%, ELG1 genotoxic -9.9%, MBNL1-CUG inh 11.1%, uPA generation -6.6% and NPC1 prom act 7.9%.
`COc1cc(Br)c(C(C)NC(=O)c2ccc(C)cc2)cc1OC` (stereo not given) gave BRCA1 expr act -30.1%, VP16 counter -13.6%, FLuc modulator 7.0%, RORg inh 24.9%, p53 reactivator 1.0%, Rab9 prom act 2.1%, ELG1 genotoxic -4.4%, MBNL1-CUG inh 3.1% and NPC1 prom act 3.3%.
COc1ccc(S(=O)(=O)N2CCOCC2)c(Cl)c1Cl was read as BRCA1 expr act 4.1%, VP16 counter -6.6%, FLuc modulator 7.9%, RORg inh inconclusive, p53 reactivator -10.4%, Rab9 prom act -0.6%, ELG1 genotoxic 15.9%, MBNL1-CUG inh 2.0%, uPA generation 4.6% and NPC1 prom act 4.2%.
Screening CSc1nc2c(ccc3ccccc32)o1 returned BRCA1 expr act 13.3%, VP16 counter 7.0%, FLuc modulator inconclusive, RORg inh -7.2%, p53 reactivator 22.1%, Rab9 prom act -5.0%, ELG1 genotoxic 3.4%, MBNL1-CUG inh 3.6%, uPA generation -1.9% and NPC1 prom act 0.3%.
Screening C#CCOCCOCCOCCNc1nc(N2CCN(C(=O)CCCCCCCCCCNC(=O)[C@H](CCCCN)n3cc(C[C@@H](C)CC)nn3)CC2)nc(N2CCN(C(=O)CCCCCCCCCCNC(=O)[C@@H]([C@H](C)O)n3cc(C)nn3)CC2)n1 returned BRCA1 expr act -52.9%, FLuc modulator 3.4%, p53 reactivator -25.4%, Rab9 prom act 3.9%, ELG1 genotoxic -5.7%, uPA generation inconclusive and NPC1 prom act -5.6%.
O=C(c1ccc(CSc2ccc(Cl)cc2)cc1)N1CCOCC1 was read as BRCA1 expr act 62.6%, VP16 counter -9.3%, FLuc modulator inconclusive, RORg inh inconclusive, p53 reactivator -3.4%, Rab9 prom act 5.9%, ELG1 genotoxic 4.8%, MBNL1-CUG inh -11.5%, uPA generation 0.1% and NPC1 prom act -1.3%.
Screening CCCCC[C@H](O)/C=C/[C@H]1C=CC(=O)[C@@H]1C/C=C\CCCC(=O)O returned VP16 counter inconclusive, FLuc modulator 7.3%, RORg inh inconclusive, p53 reactivator -1.6%, Rab9 prom act -0.1%, ELG1 genotoxic 2.4%, MBNL1-CUG inh -35.2% and NPC1 prom act 0.6%.
CCOC(=O)c1c(NC(=O)c2ccoc2C)sc2c1CCC2 was read as BRCA1 expr act 2.0%, VP16 counter 7.8%, FLuc modulator 1.4%, RORg inh 9.4%, p53 reactivator -1.1%, Rab9 prom act -2.6%, ELG1 genotoxic 6.5%, MBNL1-CUG inh -0.3% and NPC1 prom act -1.8%.
